CSN inh = CSN deneddylation inhibition. 360,000 compounds, 0.38% hits. Purified CSN, SCF-Nedd8-OG deneddylation, fluorescence polarization. AID 651999. Q92905. inhibition, % at 12.5 µM;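 active means pattern-corrected inhibition above about 35%, with an unprinted fluorescence ratio check between 0.5 and 1.5, limit read from the data, passing the limit was not always enough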;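 further: 0% = enzyme with substrate and 100% = substrate without enzyme; some results filed as inactive read as strong as hits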
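assay system = purified human Csn5 enzyme expressed in HEK293T cells | amount = 0.24 nM enzyme | buffer or medium = Tris/NaCl/DTT buffer, pH 7.5 | reagent = 10 nM SCFSkp2-Nedd8OG | compound = one concentration, 12.5 µM, 0.25% DMSO | times = 90 min reaction at room temperature | signal = FP | read-out basis = % inhibition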
bovine MsrA act = bovine methionine sulfoxide reductase A activation; activation, % at 10.6 µM; purified bovine MsrA, absorbance read-out; 360,000 compounds, 0.3% hits; in the data active means activation above about 7.5%;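 further: 0% = vehicle and 100% = reference activator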
PABP1 MLLE inh = inhibitors of microRNA-mediated deadenylation, human PABP1 MLLE binding; P11940; AID 588489; 360,000 compounds, 0.36% hits; GST-MLLE / FITC-PAM2 fluorescence polarization; inhibition, % at 20 µM; in the data active means inhibition above about 35%, passing the limit was not always enough;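 further: plate controls were DMSO wells with GST-MLLE for no effect and wells lacking GST-MLLE protein for full effect; some results filed as inactive read as strong as hits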
Rin1-Abl PPI inh = inhibitors of human Rin1-Abl protein interaction | P00519+Q13671 | TR-FRET Rin1/Abl binding, biochemical | inhibition, % at 7.35 µM | 360,000 compounds, 0.4% hits; in the data active means inhibition above about 5%, passing the limit was not always enough
eLon inh = E. coli protease La inhibition; P0A9M0; purified E. coli Lon protease, fluorescence polarization; inhibition, % at 7.94 µM; 360,000 compounds, 0.42% hits; in the data active means inhibition above about 13%, passing the limit was not always enough;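 further: 0% = enzyme with probe and DMSO and 100% = no enzyme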
MT1-MMP act inh = blocks activation of human MT1-MMP. P50281. HT1080 RFP-PRO-GFP cells, GFP/RFP ratio fluorescence, overnight; percent of plate control window, DMSO zero. GFP/RFP ratio change, % at 20 µM. 360,000 compounds, 0.061% hits. AID 651647;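 active means GFP/RFP ratio change of at least 30% with cell ATP level not reduced by more than half and red fluorescence within 50% of control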; further: strong numbers were not always called active
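Compound: 20 µM single dose, 1% DMSO / System: HT1080 RFP-PRO-GFP cells / Controls: DMSO and RFP-L50D-GFP cell wells / Read-out basis: GFP/RFP fluorescence ratio / Schedule: overnight compound exposure at 37 °C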
MsrA inh = inhibits bovine methionine sulfoxide reductase A | purified bovine MsrA, absorbance read-out | inhibition, % at 15.5 µM | 360,000 compounds, 0.75% hits; in the data active means inhibition above about 4.5%;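 further: 0% = vehicle wells with enzyme and 100% = reference inhibitor wells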
FAS-TE inh = FAS thioesterase (human) inhibition; inhibition, % at 15 µM; recombinant FAS-TE, OMFH fluorogenic substrate, fluorescence endpoint; 360,000 compounds, 0.67% hits;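 active means compounds whose normalised, plate-corrected inhibition of enzyme fluorescence in the single-dose primary screen is 50% or more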;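 further: 0% = DMSO with enzyme and 100% = substrate without enzyme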
Rpn11 inh = inhibitors of human proteasome Rpn11. human 26S proteasome, Ub4-pepOG fluorescence polarization; 20S core pre-blocked with epoxomicin. calls only at 20 µM. 360,000 compounds, 0.59% hits. AID 588493;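 active means inhibition at 20 µM, scaled to each plate's controls, above about 33%, limit read from the data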
* = called active by the depositor; i = inactive; nt = no result given; & = joins results of further samples.

SMILES	CSN inh	bovine MsrA act	PABP1 MLLE inh	Rin1-Abl PPI inh	eLon inh	MT1-MMP act inh	MsrA inh	FAS-TE inh	Rpn11 inh
CC[C@@H](C)CN1C(=O)N[C@@H](c2ccccc2)C(C(C)=O)=C1C	16	-8	-10	3	1	-4	0.1	-14	i
CCN(CC(=O)Nc1ccccc1OC)C(=O)c1ccc2[nH]c3c(c2c1)CC(C)CC3 (centres undefined)	0	-5	-15	6	-15	1	1.4	14	i
CCOC(=O)N1CCN(C(=O)c2cc(-c3ccncc3)nc3ccccc23)CC1	1	-2	14	0	-8	-5	1.4	-6	i
Cc1nnc(-c2ccc(Oc3ccc(C)c(C)c3)c([N+](=O)[O-])c2)o1	-11	-5	3	0	4	3	-1.1	21	i
CCc1ccccc1NC(=S)N1CCN(c2cccc(OC)c2)CC1	-1	-2	-105	-2	5	8	-0.8	4	i
COC(=O)c1c[nH]n2c(=O)c(Cl)c(C)nc12	1	-4	-2	0	15	-3	1.0	-11	i
COc1cc(C(=O)C(=O)c2ccc(O)c(OC)c2)ccc1O	-3	-4	8	4	-9	-3	6.4*	-5	i
CC1CCCCN1C(=S)NC(=O)c1cc(Br)ccc1Cl (centres undefined)	-1	-1	33	1	3	3	-0.8	-5	i
OC(COc1ccccc1)CN1C2=NCCCN2c2ccccc21 (centres undefined)	2	-3	15	1	-3	2	nt	-6	i
CC(C)C[C@@H](CO)N1CCN(Cc2ccccc2)CCC1=O	-4	-6	-3	2	11	2	-0.5	-5	i
C[C@H](CO)N1C[C@H](C)[C@@H](CN(C)C(=O)Nc2ccc(C(F)(F)F)cc2)Oc2ccc(NS(=O)(=O)c3ccc(F)cc3)cc2C1=O	-3	-4	2	3	10	1	1.4	9	i
O=C(Nc1ccc2c(c1)[nH]c(=O)c1ccccc12)C(F)(F)F	0	-2	7	1	-3	6	2.4	-18	i
COc1ccc2nc(NC(=O)c3ccccc3C(=O)O)sc2c1	3	-7	-7	2	-1	-3	-0.1	-9	i
CCn1cc(C(=O)NCC(OC)OC)c(=O)c2cc(S(=O)(=O)N3CCCC3)ccc21	0	-4	3	-1	2	-1	3.5	-1	i
N#CCCN(C(=O)COC(=O)c1nc(Cl)ccc1Cl)c1ccccc1	-1	-4	7	3	4	-1	1.4	-6	i
CCCNC(=O)c1c(C)cc(=O)oc1C	4	-4	5	-1	-11	5	3.0	-6	i
Cc1ccc2[nH]c(=O)c(CN(CCCN3CCOCC3)C(=O)Nc3ccc(Cl)cc3)cc2c1	2	-6	3	1	-4	1	2.9	-2	i
O=C(Nc1ccccc1C(F)(F)F)Nc1cccc2ccccc12	-1	-1	2	0	5	2	-0.1	-2	i
O=C(CN1CCCCC1)N1c2ccccc2Sc2ccc(C(F)(F)F)cc21	0	-2	2	-2	0	-5	-0.1	12	i
CC(=O)C1=C(O)C(=O)N(c2ccc(C(=O)O)cc2)C1c1ccccc1 (centres undefined)	0	-2	8	0	6	2	2.3	-6	i

Some of these compounds in order of their number in PABP1 MLLE inh, ascending.
Compound,PABP1 MLLE inh
COc1ccc2nc(NC(=O)c3ccccc3C(=O)O)sc2c1,-7
O=C(CN1CCCCC1)N1c2ccccc2Sc2ccc(C(F)(F)F)cc21,2
CC(=O)C1=C(O)C(=O)N(c2ccc(C(=O)O)cc2)C1c1ccccc1 (centres undefined),8
OC(COc1ccccc1)CN1C2=NCCCN2c2ccccc21 (centres undefined),15

Additional entries follow:
SMILES	CSN inh	bovine MsrA act	PABP1 MLLE inh	Rin1-Abl PPI inh	eLon inh	MT1-MMP act inh	MsrA inh	FAS-TE inh	Rpn11 inh
CCn1cc(C(=O)NCc2ccco2)c(=O)c2cc(S(=O)(=O)N3CC(C)CC(C)C3)ccc21 (centres undefined)	-2	2	-3	-5	-6	-15	-1.7	78*	i
COc1ccc(C2CCCN2C(=S)Nc2ccccc2C)cc1OC (centres undefined)	-1	-6	-128	1	-4	2	-0.6	-4	i
CC(=O)c1c(C)cc(C)c(CSc2nnc(-c3ccco3)o2)c1C	6	-1	-8	5.4*	0	7	-0.7	3	i
CCOc1ccc(N(Cc2cc3cc(C)ccc3[nH]c2=O)S(=O)(=O)c2ccccc2)cc1	-2	-5	-1	-4	3	-3	-0.9	14	i
Cc1ccccc1OCCC(=O)OCC(=O)Nc1c(C)nn(-c2ccccc2)c1C	-2	-3	-22	0	-1	0	-0.7	-2	i
O=C1c2ccccc2-c2nc3ccccc3nc21	-4	4	11	-19	-5	2	-0.3	-2	i
CN(C)c1cccc(C(=O)OCC(=O)N2CCc3ccccc3C2)c1	-10	-2	2	1	4	0	-0.2	8	i
COc1ccc(-c2nc(CS(=O)(=O)CC(=O)NC3CCC(C)CC3)c(C)o2)cc1 (centres undefined)	0	-1	-2	1	-9	0	0.2	4	i
O=C1N(Cc2cccc(Cl)c2)C[C@@H]2C[C@@H](c3ccc4nonc4c3)N3CCC[C@@]123	3	-2	1	1	-6	-5	0.9	13	i
O=C(Cc1cccs1)N(c1ccc(F)cc1)C1(C(=O)NC2CCCCC2)CCCC1	-2	-2	-3	-3	0	-9	-0.9	16	i
CCN(C1CCCCC1)S(=O)(=O)c1ccc(-n2cnnn2)c(C)c1	-5	-2	14	14*	-3	3	-0.1	13	i
Cc1ccc(S(=O)(=O)Nc2ccc3c(c2)C(=O)N([C@@H](C)CO)C[C@@H](C)[C@@H](CN(C)CC2CC2)OCCCC[C@@H](C)O3)cc1	-5	-1	-10	2	5	-2	-0.8	-6	i
O=C(CCCn1c(=O)[nH]c2cc(Cl)ccc2c1=O)NCCC1=CCCCC1	6	0	8	0	-10	3	-2.2	-6	i
S=C(NCCc1ccccc1)NC1CC1	-3	-2	-60	-1	13	-1	0.1	-5	i
CCOc1ccc(C2C([N+](=O)[O-])=C(C)N(C)C(=O)N2C)cc1OC (centres undefined)	-2	-10	4	-1	8	1	1.6	-5	i
COCCCn1c2nc3ccccc3nc2c2c(=O)n(Cc3ccc(Cl)cc3)cnc21	5	-3	-2	-2	-1	3	-0.8	18	i
O=C(Cc1nc(-c2ccc(Br)s2)cs1)NCCN1CCOCC1	6	2	-52	3	-9	-10	-0.1	-3	i
O=C(NCCCN1CCOCC1)C(=O)NCC1OCCCN1S(=O)(=O)c1cc(F)ccc1F (centres undefined)	-4	-1	-9	-2	-10	-1	0.4	-5	i
Cn1c(=O)c2c(nc(Br)n2CC(=O)C23CC4CC(CC(C4)C2)C3)n(C)c1=O	0	-13	-12	-2	-3	8	-0.2	13	i
COc1cccc(-c2cc(=O)[nH][nH]2)c1	-1	1	20	-1	6	2	1.0	-4	i

Structures shown so far containing a COOH group:
SMILES	CSN inh	bovine MsrA act	PABP1 MLLE inh	Rin1-Abl PPI inh	eLon inh	MT1-MMP act inh	MsrA inh	FAS-TE inh	Rpn11 inh
COc1ccc2nc(NC(=O)c3ccccc3C(=O)O)sc2c1	3	-7	-7	2	-1	-3	-0.1	-9	i
CC(=O)C1=C(O)C(=O)N(c2ccc(C(=O)O)cc2)C1c1ccccc1 (centres undefined)	0	-2	8	0	6	2	2.3	-6	i

The results go on.
SMILES	CSN inh	bovine MsrA act	PABP1 MLLE inh	Rin1-Abl PPI inh	eLon inh	MT1-MMP act inh	MsrA inh	FAS-TE inh	Rpn11 inh
CC(Nc1nc(-c2ccc(F)cc2)cs1)c1nc2cc(Cl)c(N3CCCCC3)cc2n1CCOCCO (centres undefined)	2	-8	-105	5	-3	10	-0.3	20	i
CC(C)C(=O)N(Cc1ccccc1)S(=O)(=O)c1ccc2c(c1)oc(=O)n2C	18	-1	8	-4	-27	-40	-0.8	-28	nt
COC(=O)Cc1ccc(NC(=S)NCCC(C)C)cc1	5	-1	-23	-1	-4	-2	0.9	-1	i
Cc1ccc(S(=O)(=O)C2(C(=O)NCc3ccccc3Cl)CC2)cc1	-1	1	-8	1	6	-3	-1.9	2	i
CC(C)CNC(=O)C1(C)CCCN1Cc1ccc(OC(F)(F)F)cc1 (centres undefined)	-1	4	13	-3	1	-1	-0.2	6	i
CC(C)CN(C(=O)CCC(=O)OCc1ccc(Cl)cc1Cl)c1c(N)n(CC(C)C)c(=O)[nH]c1=O	8	-4	-20	5	2	-11	2.6	-14	i
CCOC(=O)C1(C)CCCN1C(=O)c1c(F)cccc1F (centres undefined)	1	-2	7	-2	-4	-1	-0.1	-6	i
O=C(Nc1ccccc1Cl)N1CCSc2ccccc21	8	-2	10	1	-3	0	0.5	9	i
CCN1CCN(Cc2ccc(NC(=O)c3cc(NC(=O)c4cnnc5ccccc45)cc(OC)c3)cc2C(F)(F)F)CC1	8&-1	0&-2	1&9	-7&1	6&-3	9&5	-0.4&0.6	-2&-4	i
COc1ccc(NS(=O)(=O)c2ccc(N3CCCCC3)c(N)c2)cc1	1	-2	18	-1	-6	10	0.7	25	i
COc1cc(/C=C/C(=O)c2ccc3c(c2)OCCO3)cc(OC)c1OC	2	-4	-11	-2	-2	0	3.9	6	i
O=C(COC(=O)CCCN1C(=O)c2cccc3cccc(c23)C1=O)Nc1cccc(C(F)(F)F)c1	-3	-3	-10	-2	5	0	0.7	18	i
CC1CCCN(c2nc(-c3cccnc3)nc3scc(-c4ccccc4)c23)C1 (centres undefined)	5	-2	-32	1	0	-8	-0.9	24	i
Cc1ccc(C(=O)Nc2cccc(C(F)(F)F)c2)cc1Nc1cncnc1	3&-4	-3&-1	-10&-51	3&2	2&-1	5&10	1.0&0.0	20&6	i
Cc1ccccc1-c1nnc(-c2cccc3ccccc23)o1	-2	-2	21	2	-10	-5	0.5	24	i
CCCCNC(=O)CSc1nc2ccc(N3CCOCC3)cc2c(=O)n1Cc1ccc(OC)cc1	1	-7	-78	2	12	7	-1.1	6	i
CCN(CC)C(=O)Cn1nc(-c2ccc(Cl)cc2)c2ccccc2c1=O	0	6	-4	0	1	-3	0.3	-6	i
Cc1cc(=O)oc(C)c1C(=O)N[C@@H](Cc1ccccc1)C(=O)O	0	-8	14	1	1	-6	-0.9	-7	i
Cc1ccc(OCC(=O)N2CCN(C(=O)c3ccco3)CC2)cc1	-9	0	-4	-2	2	1	-0.2	-4	i

Only Rpn11 inh, CSN inh and PABP1 MLLE inh, for some of the entries so far:
SMILES	Rpn11 inh	CSN inh	PABP1 MLLE inh
CC(C)CN(C(=O)CCC(=O)OCc1ccc(Cl)cc1Cl)c1c(N)n(CC(C)C)c(=O)[nH]c1=O	i	8	-20
CCOC(=O)C1(C)CCCN1C(=O)c1c(F)cccc1F (centres undefined)	i	1	7
O=C(Nc1ccccc1Cl)N1CCSc2ccccc21	i	8	10

Single records, as listed above. Order of screens: CSN inh | bovine MsrA act | PABP1 MLLE inh | Rin1-Abl PPI inh | eLon inh | MT1-MMP act inh | MsrA inh | FAS-TE inh | Rpn11 inh
O=C(Nc1ccccc1Cl)N1CCSc2ccccc21 across the screens: 8 | -2 | 10 | 1 | -3 | 0 | 0.5 | 9 | i
CC(C)C(=O)N(Cc1ccccc1)S(=O)(=O)c1ccc2c(c1)oc(=O)n2C across the screens: 18 | -1 | 8 | -4 | -27 | -40 | -0.8 | -28 | nt
COc1cc(/C=C/C(=O)c2ccc3c(c2)OCCO3)cc(OC)c1OC across the screens: 2 | -4 | -11 | -2 | -2 | 0 | 3.9 | 6 | i
CCCCNC(=O)CSc1nc2ccc(N3CCOCC3)cc2c(=O)n1Cc1ccc(OC)cc1 across the screens: 1 | -7 | -78 | 2 | 12 | 7 | -1.1 | 6 | i
Cc1ccc(OCC(=O)N2CCN(C(=O)c3ccco3)CC2)cc1 across the screens: -9 | 0 | -4 | -2 | 2 | 1 | -0.2 | -4 | i

High-throughput results deposited in PubChem by several laboratories.
